Nrf2 inh: Nrf2 pathway inhibition. AID 504444. Potency, µM (titrated, usually from 46 µM), for inactives: at the highest dose activity change, negative = inhibition, actives largely listed as inhibitors. A549 ARE-Fluc reporter, luciferase luminescence, 18-24 h. 360,000 compounds, 2.1% hits; further: potency means the concentration at half of the fitted maximal effect; on the % scale 0 is the no-effect control and ±100 the full control effect; nearly all actives have a fitted effect of over 60% in size
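A549 ARE_Fluc cells (5000/well, 5% FBS OPTI-MEM) pre-incubated 2 h, then treated with compounds 18-24 h at 37C/5% CO2 in concentration-response. CellTiter-Fluor viability read first; BugLite luciferase luminescence after 15 min at room temperature gives Nrf2 activity.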
ATXN viability: reduces viability in counter-screen for ATXN expression inhibitors. S2 cells (HEK-293 line with an ATXN2-luciferase reporter) viability, CellTiter-Fluor protease fluorescence, 24 h. 400,000 compounds, 0.49% hits. Potency, µM (titrated, usually from 56.7 µM), most hits filed as cytotoxic. AID 651635; further: potency means the concentration at half of the fitted maximal effect; nearly all actives have a fitted effect of over 40% in size
MmCpn inh: blocks the Methanococcus maripaludis chaperonin Mm-Cpn; purified Mm-Cpn ATPase, ADP Transcreener TR-FRET; Potency, µM (doses to about 76.9 µM), inactives show at the top dose activity, negative = inhibition, actives largely listed as inhibitors; 330,000 compounds, 0.031% hits; AID 504842; further: potency means the concentration at half of the fitted maximal effect; on the % scale 0 is the no-effect control and ±100 the full control effect; nearly all actives have a fitted effect of over 80% in size
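Reaction buffer contained 30 mM Tris pH 7.4, 100 mM KCl, 5 mM MgCl2 and 1 mM DTT. Mm-CPN (25 nM final) hydrolysed 10 uM ATP over 30 min at 37°C; ADP was read by HTRF.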
CCT chaperon mod: changes cytosolic chaperonin activity; purified chaperonin ATPase assay, HTRF ADP detection, 30 min; AID 651819; 360,000 compounds, 0.3% hits; activity change, % (test concentration not listed), hits read low; in the data active means activity change below about -30%; further: on the % scale 0 is the no-effect control and ±100 the full control effect
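TRiC at 40 or 20 nM final (batch-dependent) in 30 mM Tris pH 7.4, 100 mM KCl, 5 mM MgCl2, 1 mM DTT, with compound at single 76 uM and 10 uM ATP, 30 min at 37 deg C. ADP detected by HTRF Transcreener, 665/615 ratio.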
HepG2 viability: kills HepG2 cells in TGF-b inhibitor counter-screen. HepG2 CAGA-GFP viability, ATP luminescence, 18 h. Potency, µM (series often up to 46.1 µM), inactives show top-dose activity change, negative = cytotoxicity, actives largely listed as cytotoxic. 410,000 compounds, 0.76% hits. AID 588856; further: potency means the concentration at half of the fitted maximal effect; some results filed as inactive show a strong effect at the top dose
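HepG2 CAGA-GFP cells (1000/well, DMEM with 1% FBS) received compound, then TGF-beta at 500 pg/mL final, and were incubated 18 hours at 37 degrees C. Viability was read by CellTiter-Glo luminescence. Media-only wells were set as complete cell-killing and DMSO as no toxicity.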
pAkt inh: blocks phosphorylation of Akt | 360,000 compounds, 0.32% hits | Neuro2A IGF-stimulated pAkt S473 HTRF, 20 min; stronger effect = lower value | activity change, % for hits at 50 µM; in the data active means activity change below about -80%; inconclusive means mostly about -51% to -80%; further: on the % scale 0 is the no-effect control and ±100 the full control effect
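Neuro2A cells (4,500/well, DMEM with 0.5% FBS) were treated with compound at a single 50 µM final concentration, stimulated with 6 nM IGF for 20 min at 37 °C, and lysed. Phospho-Akt Ser473 was read by HTRF as 665/615 ratio ×10^4.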
A549 viability: A549 cytotoxicity, counter-screen for Nrf2 inhibitors | Potency, µM (highest dose often 46 µM), without a hit: at the highest dose activity change, negative = cytotoxicity, usual class: inhibitors | A549 ARE-Fluc cells, CellTiter-Fluor viability, 18-24 h | 390,000 compounds, 0.16% hits; further: potency means the concentration at half of the fitted maximal effect; on the % scale 0 is the no-effect control and ±100 the full control effect
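A549 ARE-Fluc cells in 5% FBS OPTI-MEM, 5000 cells/well, rested 2 h then exposed to compounds in concentration-response for 18-24 h at 37 °C. Viability by CellTiter-Fluor fluorescence (Ex 405/Em 525) after 30 min; luciferase luminescence (BugLite, 15 min, RT) read afterwards.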
Nrf2 activator: activates Nrf2 signaling; AREc32 ARE-luciferase reporter (MCF7-derived line), luminescence, 24 h; Potency, µM (series often up to 46.1 µM), for the others: at the top dose activation, actives largely listed as activators; 410,000 compounds, 0.31% hits; further: potency means the concentration at half of the fitted maximal effect; % of control where 0% means no effect; nearly all actives have a fitted effect of over 65% in size
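ARE-driven firefly luciferase activity in AREc32 cells measured after a 24 hr compound exposure at 37 deg C, using Steady-Glo reagent and a 30 min room-temperature hold.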
TGFb SMAD3 inh: blocks TGF-b signaling; Potency, µM (top dose mostly 46.1 µM), for the others: top-dose activity, negative = inhibition, actives largely listed as inhibitors; HepG2 CAGA-GFP TGF-b/SMAD3 reporter, GFP fluorescence, 18 h; TGF-beta stimulated, 500 pg/mL final; 410,000 compounds, 1.2% hits; further: potency means the concentration at half of the fitted maximal effect; on the % scale 0 is the no-effect control and ±100 the full control effect; nearly all actives have a fitted effect of over 65% in size
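HEPG2 CAGA-GFP, 1000 cells/well; 2 h settle, 37 C; cpd via pin tool; TGF-b 500 pg/mL final; 18 h, 37 C; GFP imaging ex488/em500-530; %Activity normalised to -TGF-b and +DMSO controls; CRC fit, curve class.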
The depositor's hits bear a star; & = joins results of further samples. Unless noted, the call rests on the fitted dose curve; in most records, active means well fitted curve in the direction sought with a large enough effect; inconclusive means small, poorly fitted or top-dose-only effect, or another doubt; inactive means no such curve, though single readings can be large; an effect the other way counts as inactive or inconclusive.

For CN(C(=O)COC(=O)c1cc(=O)[nH]c2ccccc12)C1CCCCC1 the results were Nrf2 inh inconclusive, ATXN viability inactive, MmCpn inh -0.3%, CCT chaperon mod -1.1, HepG2 viability -25.4%, pAkt inh inactive, A549 viability -2.6%, Nrf2 activator 4.3% and TGFb SMAD3 inh -2.9%.
Screening CN(Cc1ccccc1)S(=O)(=O)c1ccc(NS(=O)(=O)Cc2ccccc2)cc1 returned ATXN viability inactive, MmCpn inh -6.4%, CCT chaperon mod -2.4, HepG2 viability -13.8%, pAkt inh inactive, A549 viability 9.0%, Nrf2 activator 0.4% and TGFb SMAD3 inh 1.2%.
`Cc1cc(N2CCN(C(=O)c3ccco3)CC2)n2nc(C)c(-c3ccccc3)c2n1` gave Nrf2 inh inconclusive, ATXN viability inactive, MmCpn inh 1.7%, CCT chaperon mod -4.0, HepG2 viability -32.1%, pAkt inh inactive, A549 viability -2.9%, Nrf2 activator -0.9% and TGFb SMAD3 inh -2.9%.
`CCCN(CC(=O)Nc1ccccc1C)C(=O)COC(=O)c1cnc(C)cn1` gave Nrf2 inh -6.0%, ATXN viability inactive, CCT chaperon mod 0.5, HepG2 viability -13.0%, pAkt inh inactive, A549 viability -3.2%, Nrf2 activator -1.0% and TGFb SMAD3 inh -22.7%.
For C[C@H](CO)N1C[C@H](C)[C@@H](CN(C)C(=O)OCc2ccccc2)OCc2cn(nn2)CCCC1=O the results were ATXN viability inactive, CCT chaperon mod -1.7, HepG2 viability -4.1%, pAkt inh inactive, Nrf2 activator -0.3% and TGFb SMAD3 inh -0.7%.
`[N-]=[N+]=NCC/C=C\C1NS(=O)(=O)OCC1O` (configuration not stated) gave Nrf2 inh 6.3%, ATXN viability inactive, MmCpn inh 3.0%, CCT chaperon mod 0.0, HepG2 viability 0.5%, pAkt inh inactive, A549 viability -0.1%, Nrf2 activator 0.1% and TGFb SMAD3 inh 6.6%.
Screening C=CCOc1ccc(C2C(C(=O)c3ccco3)=C(O)C(=O)N2Cc2cccnc2)cc1 (configuration not stated) returned Nrf2 inh 0.5%, ATXN viability inactive, MmCpn inh 0.4%, CCT chaperon mod 0.9, HepG2 viability 0.4%, pAkt inh inactive, A549 viability -8.4%, Nrf2 activator -0.6% and TGFb SMAD3 inh -2.8%.
Screening CCCn1c(O)c2ccc(C(=O)N=NC(=O)c3cccnc3)cc2c1O returned Nrf2 inh -17.3%, ATXN viability inactive, MmCpn inh 0.9%, CCT chaperon mod -1.8, HepG2 viability -1.2%, pAkt inh inactive, A549 viability -8.9%, Nrf2 activator -0.4% and TGFb SMAD3 inh 20.3%.
COCCn1c(SCC(=O)N2CCN(c3ccccc3)CC2)nc2c(c1=O)SC(C)C2 (configuration not stated) was read as Nrf2 inh -7.1%, ATXN viability inactive, MmCpn inh 0.6%, CCT chaperon mod 0.9, HepG2 viability 0.6%, pAkt inh inactive, A549 viability -5.8%, Nrf2 activator -0.3% and TGFb SMAD3 inh 1.9%.
CC(C(=O)Nc1cccc([N+](=O)[O-])c1)n1nnc2ccccc21 (configuration not stated) was read as Nrf2 inh -17.5%, ATXN viability inactive, MmCpn inh 0.2%, CCT chaperon mod -0.4, HepG2 viability -16.5%, pAkt inh inactive, A549 viability 0.8%, Nrf2 activator 2.5% and TGFb SMAD3 inh 0.0%.
Screening COc1cccc(C(=O)O[C@H]2[C@H](C)NS(=O)(=O)[C@H]3C[C@@H]4C=C[C@]23O4)c1 returned Nrf2 inh -1.4%, ATXN viability inactive, MmCpn inh 0.0%, CCT chaperon mod -1.0, HepG2 viability -7.9%&36.7%, pAkt inh inactive, A549 viability 5.9%, Nrf2 activator -0.7% and TGFb SMAD3 inh -7.5%&26.3%.
Screening CCCCCOc1ccc(C2NC(=O)NC2=O)cc1 (configuration not stated) returned Nrf2 inh 4.4%, ATXN viability inactive, MmCpn inh -0.9%, CCT chaperon mod 0.4, HepG2 viability 7.6%, pAkt inh inactive, A549 viability -2.8%, Nrf2 activator -0.8% and TGFb SMAD3 inh 6.7%.
Screening NS(=O)(=O)c1ccc(NC(CNS(=O)(=O)c2ccccc2)c2ccccc2)cc1 (configuration not stated) returned Nrf2 inh -6.2%, ATXN viability inactive, MmCpn inh -6.4%, CCT chaperon mod -3.9, HepG2 viability -12.4%, pAkt inh inactive, A549 viability 0.0%, Nrf2 activator -0.7% and TGFb SMAD3 inh -17.5%.
`CC(C)(C)c1cccc(OCCCSc2ncccn2)c1` gave Nrf2 inh 11.9%, ATXN viability inactive, MmCpn inh 0.5%, CCT chaperon mod 0.4, HepG2 viability -41.3%, pAkt inh inactive, A549 viability 0.8%, Nrf2 activator 1.9% and TGFb SMAD3 inh 0.0%.
For CSc1ccc(CCNC(=O)CCCn2c(=O)c3cccn3c3ccccc32)cc1 the results were Nrf2 inh inconclusive, HepG2 viability -29.3%, A549 viability inconclusive, Nrf2 activator 1.1% and TGFb SMAD3 inh 0.0%.
For O=C(CCCOc1ccc(Cl)cc1Cl)NNC(=O)C1CCC1 the results were Nrf2 inh -8.9%, ATXN viability inactive, MmCpn inh 1.1%, CCT chaperon mod -1.5, HepG2 viability -8.7%, pAkt inh inactive, A549 viability 1.4%, Nrf2 activator 2.2% and TGFb SMAD3 inh -2.6%.
For COc1ccc(/C=C/C(=O)c2oc3ccc(F)cc3c2C)cc1 the results were Nrf2 inh 6.6%, ATXN viability inactive, MmCpn inh -6.0%, CCT chaperon mod -1.2, HepG2 viability -7.5%, pAkt inh inactive, A549 viability 2.6%, Nrf2 activator 5.5% and TGFb SMAD3 inh -4.4%.
Screening CCC(C)NC(=O)c1nn(-c2ccc(C)cc2)nc1CO (configuration not stated) returned Nrf2 inh -3.5%, HepG2 viability -5.0%, A549 viability -6.3%, Nrf2 activator 3.4% and TGFb SMAD3 inh -11.8%.
Cc1ccc2nc(C(=O)O)c(C(=O)O)nc2c1 was read as Nrf2 inh 6.4%, ATXN viability inactive, MmCpn inh inconclusive, CCT chaperon mod -1.6, HepG2 viability 14.2%, A549 viability 4.2%, Nrf2 activator 0.2% and TGFb SMAD3 inh 20.7%.
Cc1cccc(C(=O)NNC(=O)C(=O)NC(C)(C)C)c1 was read as Nrf2 inh 6.8%, ATXN viability inactive, MmCpn inh 0.8%, CCT chaperon mod -1.9, HepG2 viability -0.7%, pAkt inh inactive, A549 viability -4.4%, Nrf2 activator -0.2% and TGFb SMAD3 inh 17.4%.
O=C(O)c1c2c(nc3ccc(F)cc13)CCC2 was read as ATXN viability inactive, MmCpn inh -3.9%, CCT chaperon mod -3.2, HepG2 viability 3.3%, pAkt inh inactive, A549 viability 6.9%, Nrf2 activator -1.0% and TGFb SMAD3 inh 5.5%.
For COc1ccc(OC)c(S(=O)(=O)N2CCC(n3c(C)nc4cccnc43)CC2)c1 the results were Nrf2 inh inconclusive, ATXN viability inactive, HepG2 viability -15.9%, A549 viability 10.6%, Nrf2 activator 0.0% and TGFb SMAD3 inh -7.0%.
Cc1ccc(C(C)NC(=O)c2cc3ccccc3oc2=O)cc1C (configuration not stated) was read as Nrf2 inh inconclusive, ATXN viability inactive, MmCpn inh -1.1%, CCT chaperon mod -1.4, HepG2 viability -44.0%, pAkt inh inactive, A549 viability 14.9%, Nrf2 activator -0.3% and TGFb SMAD3 inh -14.3%.
Screening Cc1nc(N2CCN(C)CC2)c2sc(=S)n(-c3ccccc3)c2n1 returned Nrf2 inh -22.9%, ATXN viability inactive, MmCpn inh 0.7%, CCT chaperon mod -0.4, HepG2 viability -10.6%, pAkt inh inactive, A549 viability 2.3%, Nrf2 activator 6.4% and TGFb SMAD3 inh 20.9%.

A section from further up:
Cc1cccc(C(=O)NNC(=O)C(=O)NC(C)(C)C)c1 was read as Nrf2 inh 6.8%, ATXN viability inactive, MmCpn inh 0.8%, CCT chaperon mod -1.9, HepG2 viability -0.7%, pAkt inh inactive, A549 viability -4.4%, Nrf2 activator -0.2% and TGFb SMAD3 inh 17.4%.
O=C(O)c1c2c(nc3ccc(F)cc13)CCC2 was read as ATXN viability inactive, MmCpn inh -3.9%, CCT chaperon mod -3.2, HepG2 viability 3.3%, pAkt inh inactive, A549 viability 6.9%, Nrf2 activator -1.0% and TGFb SMAD3 inh 5.5%.
For COc1ccc(OC)c(S(=O)(=O)N2CCC(n3c(C)nc4cccnc43)CC2)c1 the results were Nrf2 inh inconclusive, ATXN viability inactive, HepG2 viability -15.9%, A549 viability 10.6%, Nrf2 activator 0.0% and TGFb SMAD3 inh -7.0%.
Cc1ccc(C(C)NC(=O)c2cc3ccccc3oc2=O)cc1C (configuration not stated) was read as Nrf2 inh inconclusive, ATXN viability inactive, MmCpn inh -1.1%, CCT chaperon mod -1.4, HepG2 viability -44.0%, pAkt inh inactive, A549 viability 14.9%, Nrf2 activator -0.3% and TGFb SMAD3 inh -14.3%.

Compound activity: PubChem BioAssay, National Center for Advancing Translational Sciences (NCATS)

Random draw from the library. Share with any hit: about 4.4%.
